HSF1 activator = HSF-1 activators, primary screen, NIH3T3-HGL cells, MG132 stress, luminescence, single point. 300,000 tested, 1.7% active. NIH3T3-HGL HSF-1 luciferase reporter, 8 h; 100% = twice DMSO control signal. activation, % at 9 µM;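 active means mean replicate activation of at least 50% with a set share of replicates each reaching 50%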;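 further: 0% = median of the neutral control wells and 100% = twice that signal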
GSK3 alpha inh = blockers of GSK3A enzyme activity – biochemical, luminescence, cell-free homogeneous, HTS, primary screen. Glycogen synthase kinase-3 alpha (Homo sapiens), P49840. GSK-3 alpha kinase, ADP-Glo luminescence, 60 min. inhibition, % at 10 µM. 320,000 tested, 0.1% active;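 in the data active means inhibition above about 50%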;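 further: GST-tagged GSK-3 alpha with peptide substrate and 25 µM ATP; 0% = DMSO neutral wells and 100% = GW8510 positive control wells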
Target sequence (P49840 whole entry, looked up): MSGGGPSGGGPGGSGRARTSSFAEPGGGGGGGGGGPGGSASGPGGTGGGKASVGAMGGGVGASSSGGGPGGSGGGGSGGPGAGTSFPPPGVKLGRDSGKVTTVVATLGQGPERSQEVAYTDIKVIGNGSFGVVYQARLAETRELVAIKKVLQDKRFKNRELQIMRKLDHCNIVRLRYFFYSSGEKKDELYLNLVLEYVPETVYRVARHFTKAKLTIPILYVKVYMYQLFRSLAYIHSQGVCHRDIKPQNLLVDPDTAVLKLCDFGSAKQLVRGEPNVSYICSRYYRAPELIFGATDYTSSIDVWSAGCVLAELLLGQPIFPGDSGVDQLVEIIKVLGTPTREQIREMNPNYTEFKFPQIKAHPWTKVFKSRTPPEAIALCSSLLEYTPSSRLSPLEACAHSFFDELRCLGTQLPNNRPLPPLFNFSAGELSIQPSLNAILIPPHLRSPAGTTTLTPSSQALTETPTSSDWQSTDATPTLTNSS
HIF act = HIF pathway transcriptional activators, primary screen, cell-based, U2OS HRE-luciferase, luminescence | U2OS HRE-luciferase reporter; normalized: DMSO 0%, desferrioxamine 100% | activation, % at 7.5 µM (by protocol) | 300,000 tested, 0.32% active | AID 1910, 2009;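 active means mean activation of at least 10% of the iron chelator positive control signal, with at least half of replicates also reaching 10%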
AI-2 QS mod = Vibrio harveyi AI-2 quorum sensing modulators, primary screen, JMH597 strain, luminescence/OD600 ratio; 300,000 tested, 0.4% active; Vibrio harveyi JMH597 AI-2 luminescence/OD600 ratio, 9 h; active compounds read low; strain lacks LuxN and CqsS sensors; 0 = neutral-control median; activity change, % at 7.5 µM; in the data active means activity change below about -75%, passing the limit was not always enough;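 further: luminescence divided by OD600 gain over 9 h not by final OD600 alone; inactives centre near 13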
GSK3beta inhib = human GSK3beta kinase inhibitors, primary screen, biochemical, cell-free homogeneous, HTS; Glycogen synthase kinase-3 beta (Homo sapiens), P49841; GST-GSK3beta kinase, ADP-Glo luminescence, 60 min; active compounds read low; activity score (negative = inhibition), % at 10 µM; 300,000 tested, 0.038% active; AID 2097, 2009;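 active means more than half of replicate wells score below -50%, meaning over 50% inhibition versus plate controls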;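 further: 0% = median DMSO wells and -100% = median GW8510 positive control wells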
Target sequence (P49841 whole entry, looked up): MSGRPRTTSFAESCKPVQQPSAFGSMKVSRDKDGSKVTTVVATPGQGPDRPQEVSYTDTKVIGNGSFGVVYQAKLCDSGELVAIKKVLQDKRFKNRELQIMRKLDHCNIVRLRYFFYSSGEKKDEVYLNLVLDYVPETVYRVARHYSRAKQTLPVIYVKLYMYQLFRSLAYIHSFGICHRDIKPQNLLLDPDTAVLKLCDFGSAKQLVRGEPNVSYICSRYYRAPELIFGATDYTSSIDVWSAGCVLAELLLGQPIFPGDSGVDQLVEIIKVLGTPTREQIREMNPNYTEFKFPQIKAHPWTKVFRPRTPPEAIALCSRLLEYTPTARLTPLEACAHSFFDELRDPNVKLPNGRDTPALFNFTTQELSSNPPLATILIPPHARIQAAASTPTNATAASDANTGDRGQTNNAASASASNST
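Test system – GST-tagged human GSK3beta kinase, cell-free · Incubation – 60 min enzyme reaction, room temperature · Signal – ADP-Glo luminescence · Also added – peptide substrate and ATP at 25 µM · Controls – DMSO neutral wells and GW8510 at 20 µM as positive · Buffer or medium – Tris/MgCl2 kinase buffer · Measure – Luminescence-derived activity versus plate DMSO and GW8510 wells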
HSF1 inhib = HSF1 inhibitors in luciferase reporter cells, primary screen, cell-based, NIH3T3, luminescence. activity change, negative = inhibition, % at 7.5 µM (by protocol). NIH3T3-HGL HSE-luciferase, MG132-induced, luminescence 8 h; active compounds read low. AID 2098, 2009. 300,000 tested, 0.77% active;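 active means more than half of replicate wells show activity change below -50%, luminescence cut by over half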;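 further: luciferase reports HSF-1 transcriptional activity via heat shock element; 0% = median of DMSO wells and -100% = zero luminescence signal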
aSyn UTR inh = MLPCN primary screen, SNCA 5' untranslated region. alpha-synuclein 5'UTR reporter, inhibitor activity. inhibition, % (tested at 7.5 µM). 300,000 tested, 0.82% active; in the data active means inhibition above about 60%;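 further: H4 neuroglioblastoma cells stably carrying SNCA 5'UTR luciferase fusion; 0% = DMSO wells and 100% = positive control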
KLF5 inh = KLF5 expression inhibitors, primary screen, DLD-1 cells, luminescence; DLD-1 KLF5 promoter-luciferase reporter; inhibition, % at 5 µM; 290,000 tested, 0.23% active; AID 1700, 2009;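 active means inhibition above a per-plate limit of that plate's mean compound inhibition plus 3 SD, cut at about 60% in these data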;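 further: 0% = DMSO wells and 100% = LY294002 at 200 µM; higher means less KLF5 promoter-driven luciferase light; inactives centre near -14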
HSP90 refold inh = HSP90 inhibitors, primary screen, cell lysate, luminescence; Heat shock protein HSP 90 (rabbit reticulocyte lysate; luciferase refolding); inhibition, % at 5.6 µM; 290,000 tested, 0.91% active; Rabbit reticulocyte lysate, luciferase refolding luminescence, 3 h; AID 1789, 2009;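 active means inhibition above the screen-wide mean plus 3 SD, computed separately per campaign, cut at about 16% in these data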;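 further: 0% = DMSO wells and 100% = 60 µM geldanamycin wells; inhibitors lower the luminescence because luciferase stays unfolded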
IEC-6 tox = cytotoxicity in IEC-6 intestinal epithelial cells, primary screen, cytotoxicity control for KLF5 inhibitor project, cell-based, luminescence | IEC-6 cytotoxicity, luminescence viability | 290,000 tested, 0.78% active | inhibition, % at 5 µM; in the data active means inhibition above about 22%;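 further: 0% = plate median of test compound wells and 100% = cytotoxic reference compound wells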
Numbers without * were called inactive; . = not tested or not shown.

SMILES | HSF1 activator | GSK3 alpha inh | HIF act | AI-2 QS mod | GSK3beta inhib | HSF1 inhib | aSyn UTR inh | KLF5 inh | HSP90 refold inh | IEC-6 tox
Cc1ccc(OCC(=O)Nc2ccc(S(=O)(=O)Nc3onc(C)c3C)cc2)cc1 | 9.6 | -2.4 | -0.1 | 21.3 | 2.5 | -6.7 | -21.8 | -10.1 | -2.1 | -2.4
CNC(=O)c1sccc1Oc1ccc(F)cc1[N+](=O)[O-] | 6.2 | 0.9 | 0.1 | 11.5 | -3.3 | -5.9 | -23.6 | 10.1 | -0.1 | -1.0
CCc1ccc(CN2CCC(Oc3ccc(C(=O)N4CCCC4)cc3)CC2)cc1 | 3.8 | 0.1 | -0.8 | 6.7 | -0.9 | -4.8 | -6.2 | -29.0 | 1.9 | 0.3
Clc1cccc(Cl)c1COc1ccncc1 | 7.4 | 1.1 | 0.2 | 0.4 | 0.5 | -2.9 | 5.2 | -30.3 | -1.3 | -3.1
CC(=O)c1ccc(OCC(C)C)c(Cc2c(O)nc(N)[nH]c2=O)c1 | 30.2 | -0.6 | 0.5 | 30.6 | 1.7 | -2.5 | 14.6 | -5.7 | 2.9 | -4.6
COCCN(C(=O)CCCC(=O)Nc1ccccn1)C(C(=O)NC1CCCCC1)c1ccc(C)cc1 (stereo unspecified) | 6.5 | 1.3 | -0.3 | 4.5 | 4.0 | 5.5 | -5.0 | -37.8 | 1.4 | -2.3
COc1ccc(S(=O)(=O)N(C)CC(=O)NC2CC2)cc1OC | 11.0 | -2.8 | -0.4 | 43.8 | 1.6 | -2.3 | 3.1 | 3.0 | -3.6 | -8.7
Cc1onc(-c2c(F)cccc2Cl)c1C(=O)N(C)C1CCCCC1 | -13.3 | 0.4 | -0.2 | 8.0 | -0.3 | -3.9 | 5.1 | -3.8 | 1.3 | 2.1
O=C(N/N=C/c1ccccc1F)c1cc2c(ccc3ccccc32)o1 | 3.2 | -1.2 | 0.5 | 20.2 | -2.7 | -3.8 | -29.0 | -6.3 | -1.8 | -2.8
CC(=O)Nc1ccc(NC(=O)c2nc(-c3ccccc3)oc2C)cc1 | 2.7 | -3.3 | 0.3 | 15.0 | -4.1 | -1.1 | -21.5 | 12.1 | 0.1 | 8.2
Cc1ccc(Cl)cc1Nc1nc(-c2sc(NC(=O)c3ccccc3)nc2C)cs1 | 10.0 | 1.1 | 1.7 | 16.6 | 3.3 | 8.8 | -94.4 | -77.1 | 57.3* | 14.6
COCCn1cnc2c(c1=O)c1nc3ccccc3nc1n2/N=C/c1ccc(OC)c(OC)c1 | -3.8 | 4.4 | -1.0 | 19.6 | 3.6 | 0.4 | -55.7 | -29.7 | 3.8 | -0.8
OCCNc1nc(Nc2ccccc2Oc2ccccc2)nc(N2CCCC2)n1 | 1.4 | -0.7 | -0.2 | 7.7 | 2.6 | -3.0 | 6.3 | . | . | .
COc1cccc(CN2CCN(Cc3cccc(Br)c3)CC2)c1OC | 9.3 | -2.1 | -2.0 | 12.7 | 3.1 | 1.1 | 2.1 | -32.0 | -2.7 | -0.6
COc1ccc2cc(C(=O)NCC(=O)O)sc(=O)c2c1OC | 0.7 | . | -1.8 | 7.0 | 0.3 | -4.6 | -3.1 | -6.9 | -1.9 | -2.8
Cc1[nH]c(=O)[nH]c(=O)c1CSc1nnc(CCCCCNC(=O)OC(C)(C)C)o1 | -27.1 | -0.2 | -0.1 | 4.0 | 0.6 | -9.6 | 22.0 | 8.4 | -0.4 | 3.9
Cc1ccnc(NC(=O)CSc2ccccn2)c1 | -0.2 | 14.5 | 0.7 | 9.4 | -9.7 | 2.0 | -28.0 | -20.6 | 5.6 | 5.3
CSCCC(NS(=O)(=O)c1ccc(C)cc1)C(=O)NC1CCCCCC1 (stereo unspecified) | 24.2 | -1.2 | 1.1 | 0.6 | 1.4 | 4.8 | 8.7 | . | . | .
O=C(CN1C(=O)CSC1=O)Nc1ccc2c(c1)OCCO2 | 1.8 | 0.2 | 0.9 | 10.5 | 2.1 | -3.9 | -4.2 | -12.9 | -0.5 | 1.7
O=C(O)/C=C/C(=O)NCc1ccccc1 | -5.2 | -3.4 | -5.0 | 44.0 | 0.3 | -1.1 | -19.0 | -5.5 | -1.4 | 8.7
CC(=O)Nc1ccc(S(=O)(=O)NNC(=O)c2ccc(C)cc2)cc1 | . | -1.5 | 0.3 | -4.7 | -4.6 | . | 9.3 | -14.4 | -0.8 | 3.6
COC(=O)c1sc(NC(=S)NC(=O)c2cccc(C)c2)nc1C | -5.9 | -2.0 | 1.7 | 21.4 | -0.7 | -11.0 | -143.8 | 13.2 | 22.3* | 5.3
N#Cc1c(Cl)nsc1NN | 13.4 | 1.9 | -1.7 | -33.9 | -4.6 | -3.2 | -29.4 | -21.2 | 1.2 | 4.9
C=CCn1c(CC#N)nnc1N1CCOCC1 | -5.4 | -2.4 | 0.0 | 22.1 | 0.8 | -1.1 | -9.9 | -21.9 | -2.4 | -1.2
CCCNC(=O)c1c(N)n(-c2ccc(S(N)(=O)=O)cc2)c2nc3ccccc3nc12 | -1.4 | . | -0.3 | 24.9 | -1.9 | 0.4 | 21.0 | -13.9 | 3.2 | 1.7
COc1nc(NCCN2CCOCC2)nc(Nc2ccccc2)n1 | -21.9 | -0.4 | 1.6 | 26.7 | 0.6 | -2.7 | -101.2 | -13.5 | -5.0 | -4.7
C=CCn1c(SCc2ccc(OC)cc2)nnc1-c1cccnc1 | -8.7 | -2.3 | 0.0 | 7.5 | 0.5 | -1.1 | -117.4 | 0.1 | 4.2 | 1.0
COc1ccc(F)cc1S(=O)(=O)N1CCN(C(=O)c2ccco2)CC1 | 10.2 | 1.8 | 0.3 | . | . | -1.6 | 12.9 | -42.6 | 0.7 | -6.3
Fc1ccccc1-c1nc2ncccc2o1 | 18.9 | -3.8 | 0.9 | 19.9 | 0.2 | 5.4 | -47.6 | -17.6 | -0.2 | -0.1
COc1ccc(CCNC(=O)C2CC(c3cccc([N+](=O)[O-])c3)=NO2)cc1 (stereo unspecified) | 25.0 | -3.0 | 6.1 | 10.7 | 4.0 | 19.9 | -112.5 | -61.8 | -3.4 | 3.3
COc1ccc(Cl)cc1NC(=S)NCCc1ccc(F)cc1 | 5.8 | -0.4 | -0.1 | 4.9 | -1.3 | 5.2 | 24.6 | -15.3 | -2.5 | 4.6
Cc1cc2c(NC(=O)Nc3ccc(C(F)(F)F)cc3)cccc2nn1 | 4.3 | -2.1 | 0.4 | 21.8 | 0.4 | -5.9 | 8.7 | -3.4 | 0.7 | -4.7
O=S(=O)(NCCc1csc(-c2cccnc2)n1)c1ccc(F)cc1 | 0.1 | 1.3 | -0.1 | -1.0 | 0.2 | 3.6 | -4.7 | -12.1 | 1.5 | 4.3
COc1ccc(N(CC(=O)Nc2ccccc2C(=O)N2CCCC2)S(=O)(=O)c2ccccc2)cc1 | -1.6 | 0.0 | -0.1 | 16.5 | -8.8 | -7.0 | 11.1 | -0.8 | -0.2 | -3.8
Cc1ccc(CNC(=O)C(=O)NCC2OCCN2S(=O)(=O)c2ccc3c(c2)OCCO3)cc1 (stereo unspecified) | 4.4 | -0.4 | -0.2 | 25.7 | 0.7 | 0.6 | 15.8 | -8.8 | -2.5 | -0.3
CC1(C)CC(=O)C(C(c2ccncc2)C2C(=O)CC(C)(C)CC2=O)C(=O)C1 | 0.5 | -4.4 | -0.2 | -4.2 | 1.1 | -0.5 | 9.6 | -16.7 | 1.6 | -3.0
CS(=O)(=O)N(CC(=O)NC1CCCC1)Cc1ccc(Cl)cc1 | -42.7 | . | -0.2 | 17.9 | 0.0 | -26.2 | 9.4 | -15.6 | 1.7 | 0.3
Cc1ccc(NC(=O)Cn2cc(C(F)(F)F)cc(Cl)c2=O)cc1S(=O)(=O)N1CCCCC1 | 9.5 | -0.7 | -0.3 | 53.1 | 1.4 | 10.7 | 2.0 | . | . | .
CC1Oc2ccccc2N(Cc2cccc(F)c2)C1=O (stereo unspecified) | 18.4 | -2.0 | -0.3 | . | . | -0.3 | 30.2 | -32.0 | 1.1 | 1.4
Cc1ccc(C2CC(=O)C=C(NCc3ccccc3)C2)cc1 (stereo unspecified) | 7.8 | 0.1 | 2.9 | 1.6 | -1.1 | 5.9 | -27.0 | 7.6 | -2.1 | 8.5
CC(C)=CC(=O)OCC(=O)Nc1cc(C)cc(C)c1 | -2.2 | -0.2 | 0.0 | -11.1 | -2.4 | -8.0 | 4.4 | 12.7 | -0.3 | -5.8
CCC(C)c1c(O)nc(SCC(=O)N2CCCCC2)[nH]c1=O (stereo unspecified) | 11.7 | -4.6 | -1.1 | -1.5 | 0.0 | 2.6 | -16.4 | -12.7 | 6.3 | 0.5
Cn1cc2ccc([N+](=O)[O-])cc2n1 | 0.0 | -2.3 | 0.0 | 13.2 | -2.3 | -1.6 | 23.2 | -3.6 | 0.0 | -5.1
Cc1ccc(S(=O)(=O)N2CCCCC2CCNC(=O)C(=O)NCC2CCCO2)cc1 (stereo unspecified) | 1.4 | 1.5 | 0.1 | 29.4 | 3.1 | -1.7 | 6.0 | . | . | .
Cc1c(C)c2c(OCC(=O)NCCCO)cc3c(c2oc1=O)CCC(C)(C)O3 | 20.4 | -1.4 | -0.9 | 5.8 | -0.1 | -3.5 | 28.4 | -14.4 | -0.1 | 2.2
CN(c1ccccc1)c1nc(N)c([N+](=O)[O-])c(NCc2ccco2)n1 | -9.5 | 5.0 | 0.1 | 10.8 | 0.5 | 0.4 | 49.1 | 1.0 | -0.5 | -2.3

Four compounds out of the list above, ordered by the number in KLF5 inh, ascending:
| canonical_smiles | KLF5 inh |
| --- | --- |
| Fc1ccccc1-c1nc2ncccc2o1 | -17.6 |
| COc1ccc(Cl)cc1NC(=S)NCCc1ccc(F)cc1 | -15.3 |
| Cn1cc2ccc([N+](=O)[O-])cc2n1 | -3.6 |
| CC(=O)Nc1ccc(NC(=O)c2nc(-c3ccccc3)oc2C)cc1 | 12.1 |

2 compounds from above, limited to HSF1 inhib, aSyn UTR inh and HSP90 refold inh:
SMILES	HSF1 inhib	aSyn UTR inh	HSP90 refold inh
CS(=O)(=O)N(CC(=O)NC1CCCC1)Cc1ccc(Cl)cc1	-26.2	9.4	1.7
Cc1ccc(NC(=O)Cn2cc(C(F)(F)F)cc(Cl)c2=O)cc1S(=O)(=O)N1CCCCC1	10.7	2.0	.
